Compound activity deposited in PubChem BioAssay by National Center for Advancing Translational Sciences (NCATS).
APE1 inh = inhibitors of human APE1 endonuclease | Potency, µM (doses to about 65.8 µM), without a hit: at the highest dose activity change, negative = inhibition, most hits filed as inhibitors | AID 2517 | recombinant APE1, TAMRA/BHQ-2 abasic DNA cleavage fluorescence | P27695 | 350,000 compounds, 0.35% hits;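 also: plate controls were vehicle for no effect and reference inhibitor for full effect; nearly all actives have a fitted effect of over 55% in size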
Target sequence (P27695 whole entry, looked up): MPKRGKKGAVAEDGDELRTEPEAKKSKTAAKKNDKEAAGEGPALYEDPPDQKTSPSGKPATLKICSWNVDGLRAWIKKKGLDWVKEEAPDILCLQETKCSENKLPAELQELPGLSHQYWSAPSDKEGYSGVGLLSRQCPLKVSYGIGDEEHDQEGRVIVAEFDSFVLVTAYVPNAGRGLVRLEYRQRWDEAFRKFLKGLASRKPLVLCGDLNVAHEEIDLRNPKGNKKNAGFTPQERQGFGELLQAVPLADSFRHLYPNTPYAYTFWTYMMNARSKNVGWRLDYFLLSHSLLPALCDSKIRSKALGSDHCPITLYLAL
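Quantitative HTS: incision of a TAMRA/BHQ-2 double-stranded substrate bearing a tetrahydrofuran abasic site by 0.75 nM APE1 raises fluorescence. Substrate 50 nM final, added after 15 min compound preincubation at room temperature; progress as third-minus-first kinetic read difference.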
G9a inh = G9a (human) methyltransferase inhibition | G9a H3K9 monomethylation, AlphaScreen, 2 h | AID 504332 | 350,000 compounds, 8.8% hits | Potency, µM (titrated, usually from 102 µM), for inactives: top-dose activity, negative = inhibition, actives largely listed as inhibitors; also: % is scaled to controls: 0 for no effect and ±100 for the full control effect; nearly all actives have a fitted effect of over 75% in size
Target sequence (Q96KQ7 913-1193 limits assumed): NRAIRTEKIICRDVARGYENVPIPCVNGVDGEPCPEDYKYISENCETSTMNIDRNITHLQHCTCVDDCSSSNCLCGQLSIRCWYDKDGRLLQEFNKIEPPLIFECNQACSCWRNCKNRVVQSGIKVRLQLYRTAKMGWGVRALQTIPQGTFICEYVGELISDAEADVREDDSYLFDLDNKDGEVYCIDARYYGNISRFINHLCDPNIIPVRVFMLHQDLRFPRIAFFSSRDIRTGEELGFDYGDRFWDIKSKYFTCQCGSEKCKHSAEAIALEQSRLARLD
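Enzyme 20 nM + cpd, 15 min RT; add b-H3K9 pep 500 nM / SAM 20 uM; 2 h RT; anti-H3K9me1 Ab 0.5 ug/mL + SA donor / anti-rabbit acceptor beads 20 ug/mL each, 10 min; AlphaScreen read.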
BAZ2B inh = blocks human BAZ2B | Q9UIF8 | AlphaScreen BAZ2B-H3K14Ac peptide displacement | Potency, µM (highest dose often 114 µM), for inactives: at the highest dose activity change, negative = inhibition, usual class: inhibitors | 360,000 compounds, 4.4% hits | AID 504333; also: % is scaled to controls: 0 for no effect and ±100 for the full control effect; nearly all actives have a fitted effect of over 60% in size
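Inhibition is scored as reduced AlphaScreen emission. The BAZ2B/b-H3(5-23)K14Ac complex (50 nM each) in PBS pH 7.4, 0.01% Tween-20 meets compound (up to 110 uM) for 30 min at RT before bead addition.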
POLI inh = DNA polymerase iota (human) inhibition; AID 588590; Potency, µM (highest dose often 115 µM), without a hit: at the top dose activity, negative = inhibition, usual class: inhibitors; 390,000 compounds, 1% hits; Pol iota fluorescent replication assay, 10 min
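Fluorescent replication assay read twice, at 0 min and 10 min after adding 50 nM (final) substrate. Enzyme (10 nM) and compounds were first incubated 15 min at room temperature; enzyme-free buffer wells were negative controls.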
Pol kappa inh = blocks human DNA polymerase kappa activity; 400,000 compounds, 0.53% hits; purified Pol kappa, fluorescent DNA synthesis assay, 10 min; Q9UBT6; Potency, µM (top dose mostly 107 µM), inactives show top-dose activity, negative = inhibition, hits mostly inhibitors; also: % is scaled to controls: 0 for no effect and ±100 for the full control effect
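10 nM Pol kappa preincubated 15 min at room temperature with compounds, then reaction started with substrate at 50 nM final. Fluorescence read kinetically at 0 and 10 min; buffer-only wells served as negative control.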
Apoferritin bind = candidate novel general anesthetic via apoferritin binding | P02791 | apoferritin/1-aminoanthracene competitive binding, fluorescence | Potency, µM (highest dose often 77.5 µM), for the others: at the highest dose activity change, negative = displacement, hits mostly inhibitors | 350,000 compounds, 0.074% hits | AID 485281; also: % is scaled to controls: 0 for no effect and ±100 for the full control effect; nearly all actives have a fitted effect of over 20% in size
Target sequence (P02791 2-175 limits assumed): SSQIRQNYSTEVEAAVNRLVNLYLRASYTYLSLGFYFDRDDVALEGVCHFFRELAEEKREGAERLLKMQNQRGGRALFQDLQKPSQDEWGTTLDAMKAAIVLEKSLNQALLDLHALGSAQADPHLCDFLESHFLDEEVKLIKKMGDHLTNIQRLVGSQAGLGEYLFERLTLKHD
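Concentration-response curves derived by four-parameter Hill fitting of normalized fluorescence, where compounds displaced 1-AMA from 10 uM horse apoferritin following a brief 10 min room-temperature incubation; propofol titration acted as positive control.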
BLM helicase inh = blocks DNA unwinding by human BLM helicase. P54132. Potency, µM (titrated, usually from 56.1 µM), inactives show top-dose activity change, negative = inhibition, hits mostly inhibitors. recombinant BLM DNA unwinding, fluorescence dequenching. 350,000 compounds, 0.2% hits;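 also: plate controls were vehicle for no effect and no enzyme for full effect; nearly all actives have a fitted effect of over 35% in size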
POLH inh = blocks human DNA polymerase eta activity | Q9Y253 | recombinant Pol eta, fluorescent DNA replication assay | Potency, µM (doses to about 114 µM), for the others: top-dose activity change, negative = inhibition, actives largely listed as inhibitors | 390,000 compounds, 1.2% hits; also: % is scaled to controls: 0 for no effect and ±100 for the full control effect
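Pol eta at 10 nM preincubated with compounds 15 min at room temperature; reaction started with fluorescent substrate (50 nM final) and read kinetically at 0 and 10 min.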
Pol beta inh = DNA polymerase beta (human) inhibition; P06746; Pol beta primer extension/strand displacement, fluorescence kinetic; Potency, µM (titrated, usually from 114 µM), for inactives: at the highest dose activity change, negative = inhibition, hits mostly inhibitors; 340,000 compounds, 1.3% hits; also: % is scaled to controls: 0 for no effect and ±100 for the full control effect
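Curves were derived by four-parameter Hill fits of normalized qHTS data. The kinetic fluorescent primer-extension read was taken at 0 and 10 min after 50 nM substrate, following a 15 min room-temperature preincubation of 10 nM enzyme with compounds.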
Numbers without * were called inactive; ? = inconclusive; . = not tested or not shown; & = joins results of further samples; [ ] = another dose, or the depositor's remark. Calls follow the shape of the dose curve; as a rule, active = well fitted curve in the direction sought with a large enough effect; inconclusive = small, poorly fitted or top-dose-only effect, or another doubt; inactive = no such curve, though single readings can be large; an effect the other way counts as inactive or inconclusive. Potency is read from the fitted curve at half-maximal effect. These rows are one share of the data (hit frequency here may not be typical).

SMILES	APE1 inh	G9a inh	BAZ2B inh	POLI inh	Pol kappa inh	Apoferritin bind	BLM helicase inh	POLH inh	Pol beta inh
COc1ccccc1CNC(=O)Cc1ccc(OC)c(OC)c1	-2%	.	10%	51%[activator]	-5%	3%	-1%	-11%	?
COc1ccccc1C(CNC(=O)c1ccc(S(=O)(=O)NCc2ccco2)cc1)N(C)C (centres undefined)	-3%	25%[59 µM]	2%	181%[activator]	-3%	-2%	3%	-4%	35%
CCN(C(=O)c1c(C)oc2ncn(CC(C)C)c(=O)c12)c1cccc(Cl)c1	.	-25%[59 µM]	12%[57.1 µM]	23%	-1%	5%	5%	-19%	1%
CCN(CC)CCn1c(OC)cc(=O)[nH]c1=O	2%	20%[12.7 µM]	2%	-5%	14%	-5%	2%	-9%	-6%
CC(/C=N/NC(=O)c1cc(-c2ccc(C)s2)[nH]n1)=C\c1ccccc1	3%	23%	8%	56%[activator]	-3%	-11%	1%	-16%	14%
Cc1ccc(/C=C2\SC(=S)N(CCCC(=O)Nc3cccnc3)C2=O)cc1	5%	.	-7%	14%	3%	-14%	-4%	-11%	-2%
CCCn1c(SCC(=O)Nc2ccc(OCC)cc2)nnc1C(C)C	11%	8%[59 µM]	-6%	1%	-7%	-7%	8%	4%	30%
CCSc1nnc2c(n1)OC=Nc1ccc(Br)cc1-2	2%	?	-7%	9%	-4%	-9%	-3%	-3%	-1%
CCOc1ccc(NC(=O)[C@@H](c2ccccc2)N2Cc3ccccc3C2=O)cc1	.	-46%[59 µM]	-30%	17%	0%	-8%	-12%	-24%	17%
CSc1ccccc1NC(=O)COc1ccc(S(=O)(=O)N2CCCC2)cc1	-5%	-14%[12.7 µM]	-9%	9%	-10%	-13%	0%	-1%	2%
CC(=O)c1c(C)[nH]c(C(=O)CN2C(=O)NC(C)(C)C2=O)c1C	6%	3%[0.501 µM]	?	2%	-13%	.	.	-15%	.
COCCn1c(COc2cccc(OC)c2)nnc1SCC(=O)NC1CCCC1	49%[12.4 µM]	-6%[59 µM]	8%	72%[activator]	-11%	2%	-1%	-7%	-23%
O=C(CNC(=S)N(Cc1ccccc1)Cc1cccnc1)NCCc1ccccc1	-3%	-11%	6%	101%[activator]	-4%	-11%	-1%	-9%	3%
CC(C)C(=O)c1cn(CC(=O)NCc2ccco2)c2ccccc12	1%	18%[59 µM]	1%	-1%	-8%	-6%	1%	-15%	17%
COc1ccccc1C(=O)NCC(=O)OCC(=O)c1cccc2ccccc12	-12%	-5%	-4%	-3%&8%	-20%&-10%	.	.	-9%	.
Cc1ccc2c(c1)NC(=O)C(CC(=O)Nc1ccc(Br)c(C)c1)O2 (centres undefined)	19%	-5%	-3%	-3%	1%	-12%	0%	6%	28%
Cc1ccc(S(=O)(=O)Oc2ccc(C(c3c(C)[nH][nH]c3=O)c3c(C)[nH][nH]c3=O)cc2)cc1	20%	-72%	-9%	?	-19%	-9%	-23%	-2%	-15%
Cc1ccccc1CN1CCN(S(C)(=O)=O)CC1	2%	-1%[59 µM]	0%	3%	5%	-1%	-10%	0%	7%
O=C(Nc1ccncc1)c1cc(-c2cccc(Br)c2)nc2ccccc12	-10%	?	2%	13%	-14%	.	.	-9%	.
CCc1ccccc1NC(=O)c1cc(-c2cccc(O)c2)on1	-8%	?	-17%	-8%	12%	-6%	7%	-8%	2%
Cc1cc(C)c2c(c1)[C@@H]1C=CC[C@@H]1[C@H](c1ccc(S(=O)(=O)N3CCOCC3)cc1)N2	20%	3.5µM*	-10%	7%	-16%	-3%	-8%	-5%	6%
CCOc1ccc(C(=O)CSc2nc3cc(C(=O)NC4CCCC4)ccc3c(=O)n2CC2CCCO2)cc1 (centres undefined)	.	-1%[59 µM]	2%	-4%	0%	0%	-1%	-12%	1%
CC(=O)N1c2ccc(S(=O)(=O)N3CCCC3C(=O)NCc3ccccc3Cl)cc2CC1C (centres undefined)	2%	3%	0%	29%	13%	?	0%	-10%	19%
Cc1ccc(C(=O)N(CC(=O)NC2CCCC2)Cc2cccs2)s1	22%	-38%	10%	10%	-7%	-15%	-1%	-4%	13%
Cc1ccc(CNC(=O)CSc2nnc3n2CCCCC3)cc1	6%	3%[12.7 µM]	7%	-6%	-5%	.	.	-9%	.
COC(=O)C(C)Sc1n[nH]c(=S)s1 (centres undefined)	1%	6.3µM*	?	13%	9%	-8%	1%	-20%	16%
Cc1cc(N2CCCCC2)c(F)cc1[N+](=O)[O-]	1%	-3%	7%	29%	-8%	-7%	-2%	0%	-29%
CS(=O)(=O)N(CC(=O)NN=C1CCCCCC1)c1ccc(Oc2ccccc2)cc1	?	-21%	5%	26%	12%	-11%	-5%	-7%	2%
COc1ccc2nc3ccccc3nc2c1NC(=O)c1ccc(Cl)cc1Cl	2%	-1%[59 µM]	14%	5%	-13%	-10%	-2%	-15%	21%
CCCCn1c(N)c(N(CCOC)C(=O)c2ccc3c(c2)C(=O)N(c2cc(C)ccc2C)C3=O)c(=O)[nH]c1=O	19%	27%	-18%	34%[activator]	6%	-9%	-3%	-3%	-3%

One compound at a time, from the list above. Screens in order: APE1 inh | G9a inh | BAZ2B inh | POLI inh | Pol kappa inh | Apoferritin bind | BLM helicase inh | POLH inh | Pol beta inh
Cc1ccc(CNC(=O)CSc2nnc3n2CCCCC3)cc1 in the list: 6% | 3%[12.7 µM] | 7% | -6% | -5% | . | . | -9% | .
Cc1cc(C)c2c(c1)[C@@H]1C=CC[C@@H]1[C@H](c1ccc(S(=O)(=O)N3CCOCC3)cc1)N2 in the list: 20% | 3.5µM* | -10% | 7% | -16% | -3% | -8% | -5% | 6%

Continued:
SMILES	APE1 inh	G9a inh	BAZ2B inh	POLI inh	Pol kappa inh	Apoferritin bind	BLM helicase inh	POLH inh	Pol beta inh
CC(C)N1CC(C(=O)Nc2ccc(C#N)cc2)CC1=O (centres undefined)	4%	.	7%	17%	7%	-3%	-2%	6%	41%
Cc1nc(NC(C)C)c2oc3ccccc3c2n1	-6%	3%[59 µM]	-6%	29%	1%	-2%	1%	-15%	7%
COc1cc(NC(=O)c2csc(-c3ccncc3)n2)cc(C(=O)Nc2cccc(C(F)(F)F)c2)c1	19%	-7%[12.7 µM]	-11%	?	-9%	?	-11%	-6%&-14%	5%
CCOc1ccc(NC(=O)CCc2c(C)nc3c4c(C)cc(C)nc4nn3c2C)cc1	.	27%[59 µM]	21%	29%	10%	21%	1%	-5%	51%
COc1ccc(C(=O)Oc2cccnc2)cc1	8%	-9%	-2%	8%	0%	2%	-2%	0%	8%
O=c1c2cc(Cl)ccc2[nH]c(=S)n1Cc1cccs1	-1%	-8%	0%	120%[activator]	-10%	-6%	1%	-5%	1%
COC(=O)n1c(=O)oc2cc(S(=O)(=O)N3CCCCC3)ccc21	1%	2%[59 µM]	-2%	102%[activator]	-16%	-24%	1%	-3%	1%
CC(C)c1ccc(NC(=O)c2ccc(F)c(S(=O)(=O)N3CCc4ccccc43)c2)cc1	.	8%[59 µM]	4%	13%	-3%[60.1 µM]	-1%	3%	-23%	-24%
COC(=O)c1cccc(-n2cnnn2)c1	-3%	9%[59 µM]	4%	16%	-1%	-4%	-8%	11%	9%
CCCCNc1c(N)n(CC(C)C)c(=O)[nH]c1=O	-3%	5%	-6%	17%	-4%	6%	0%	-2%	35%
COc1ccc(CS(=O)(=O)CC(C)(O)c2ccc(Cl)cc2)cc1 (centres undefined)	-10%	1%	2%	-10%	-12%	-2%	-3%	-1%	44%
Cc1cc(Cl)c(S(=O)(=O)NCC2CCCO2)cc1OCC(N)=O (centres undefined)	0%	1%[59 µM]	-3%	2%	-4%	-3%	-1%	-8%	1%
COC(=O)Nc1ccc(OCc2ccccc2)cc1	-2%	-16%[12.7 µM]	4%	-17%	-4%	-6%	0%	-16%	0%
CCN1CCN(c2nc(-c3ccccn3)nc3ccccc23)CC1	-10%	-17%	?	5%	-16%	-16%	-1%	5%	9%
COc1ccc(C(O)(C(C)C)C(CN2CCOCC2)c2ccccc2)cc1 (centres undefined)	-9%	?	-3%	2%	-1%	1%	-5%	-14%	0%

At a glance, some entries already given.
SMILES	APE1 inh	G9a inh	BAZ2B inh	POLI inh	Pol kappa inh	Apoferritin bind	BLM helicase inh	POLH inh	Pol beta inh
CC(C)N1CC(C(=O)Nc2ccc(C#N)cc2)CC1=O (centres undefined)	4%	.	7%	17%	7%	-3%	-2%	6%	41%
Cc1nc(NC(C)C)c2oc3ccccc3c2n1	-6%	3%[59 µM]	-6%	29%	1%	-2%	1%	-15%	7%

(listing goes on)
SMILES	APE1 inh	G9a inh	BAZ2B inh	POLI inh	Pol kappa inh	Apoferritin bind	BLM helicase inh	POLH inh	Pol beta inh
CCC(=O)N1CCN(c2ccc(NC(=O)c3ccco3)cc2)CC1	24%	-37%[12.7 µM]	?	-3%	-2%	10%	-1%	6%	10%
O=C(Nc1ccccc1N1CCOCC1)c1ccc2c(c1)OCO2	-1%	.	-6%	-5%	-8%	-4%	-2%	-6%	3%
COc1ccc2c(c1)CCc1cc(C(=O)O)sc1-2	-2%	-34%	-19%	?	-7%	32%[activator]	-2%	4%	1%
Cc1cc(N2CCN(c3ccccn3)CC2)n2c(nc3ccccc32)c1C#N	0%	4%	9%	43%[activator]	-1%	-2%	1%	-17%	-1%
c1ccc(C2CC(c3ccccc3)C(c3ccccc3)N2)cc1 (centres undefined)	-11%	.	17%	171%[activator]	-2%	-9%	-6%	-23%	2%
Cc1noc(C)c1C(=O)NNc1cc(Cl)ccc1Cl	5%	79µM*	-16%	?	-5%	4%	-2%	-2%	3%
O=C1C(=O)N(Cc2ccncc2)C(c2ccccc2F)/C1=C(\O)c1ccc2c(c1)OCCO2 (centres undefined)	20%	40µM*	-28%	11%	7%	-14%	-5%	-5%	?
CCc1ccc2oc(C(=O)Nc3nonc3CC)c(C)c2c1	-16%	21%	-21%&2%	30%&20%	1%&-21%	3%&-6%	-2%&0%	-14%&-12%	1%&-3%
CCOc1ccc(S(=O)(=O)NC(Cc2cnc[nH]2)C(=O)O)cc1 (centres undefined)	-4%	50µM*	-14%	79%	-12%	2%	-2%	0%	16%
CC1=NN(C(=O)c2c(Br)c(C)nn2C)C(O)(C(F)(F)F)C1 (centres undefined)	3%	27%[59 µM]	-19%	20%	-13%	-3%	-2%	-15%	3%
